From PubChem
SUMO1 PPI mod: alters human SUMO1 binding to SIM partners; P63165; SUMO1 binding to a labelled peptide, TR-FRET, 1 h; inhibition, % at 20 µM; hit rate 0.33% among 360,000; AID 602429; in the data active = inhibition above about 37%
Rpn11 inh: inhibitors of human proteasome Rpn11; O00487; human 26S proteasome, Ub4-pepOG fluorescence polarization; 20S core pre-blocked with epoxomicin; calls only at 20 µM; hit rate 0.59% among 360,000;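 active = inhibition at 20 µM, scaled to each plate's controls, above about 33%, limit read from the data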
STEP inh: inhibitors of human striatal-enriched phosphatase STEP | recombinant STEP, OMFP fluorogenic substrate, fluorescence | inhibition, % at 20 µM | hit rate 0.25% among 360,000;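 active = inhibition at 20 µM, scaled per plate between control wells, above about 37%, limit read from the data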;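 note: 0% = DMSO with enzyme and substrate and 100% = substrate only without enzyme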
Target sequence (P54829 whole entry, looked up): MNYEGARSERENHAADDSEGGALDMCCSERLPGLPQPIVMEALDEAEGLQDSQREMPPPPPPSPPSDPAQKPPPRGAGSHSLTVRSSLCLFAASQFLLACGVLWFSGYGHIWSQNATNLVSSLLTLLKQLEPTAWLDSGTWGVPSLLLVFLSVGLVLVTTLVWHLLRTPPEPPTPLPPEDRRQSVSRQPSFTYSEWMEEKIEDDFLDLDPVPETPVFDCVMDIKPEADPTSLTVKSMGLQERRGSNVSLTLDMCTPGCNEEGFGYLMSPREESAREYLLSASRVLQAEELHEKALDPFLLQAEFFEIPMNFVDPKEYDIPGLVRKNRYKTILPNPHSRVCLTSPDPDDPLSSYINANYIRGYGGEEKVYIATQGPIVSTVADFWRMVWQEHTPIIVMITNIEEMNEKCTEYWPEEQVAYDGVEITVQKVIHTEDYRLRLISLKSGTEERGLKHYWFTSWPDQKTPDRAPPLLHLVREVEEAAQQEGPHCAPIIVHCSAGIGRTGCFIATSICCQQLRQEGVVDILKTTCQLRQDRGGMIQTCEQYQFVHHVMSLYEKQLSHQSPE
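System: isolated STEP enzyme; schedule: 20 min enzyme reaction at room temperature, protected from light; medium: Bis-Tris buffer pH 6.0, 2.5 mM DTT, 0.005% Tween 20; signal: fluorescence, 480/540 nm; dosing: single compound dose of 20 µM, 1% DMSO final; also added: OMFP substrate, 25 µM final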
LMPTP inh: LMPTP (human) inhibition | hit rate 0.22% among 360,000 | AID 651560 | recombinant LMPTP-A, OMFP fluorogenic substrate, fluorescence intensity | inhibition, % at 20 µM;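 active = compounds that cut the enzyme signal by at least half of the control window in the single-dose screen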;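 note: plate controls were DMSO wells with enzyme plus substrate for no effect and substrate without enzyme for full effect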
Target sequence (P24666 whole entry, looked up): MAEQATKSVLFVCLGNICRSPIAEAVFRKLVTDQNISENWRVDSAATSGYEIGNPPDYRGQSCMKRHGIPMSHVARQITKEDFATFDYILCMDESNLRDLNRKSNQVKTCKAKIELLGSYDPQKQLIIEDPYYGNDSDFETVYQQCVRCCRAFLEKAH
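test system = LMPTP-A | amount = 0.625 nM LMPTP-A final | reagent = fluorogenic phosphatase substrate OMFP at 400 µM final | incubation = 50 min at room temperature | benchmarks = no-enzyme low control, uninhibited high control | medium = Bis-Tris pH 6.0, DTT, detergent | signal = fluorescence intensity of OMFP turnover product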
NadD block: NadD (S. aureus) enzyme inhibition; purified NadD enzyme, colorimetric absorbance read-out; inhibition, % at 20 µM; hit rate 0.78% among 360,000; in the data active = inhibition above about 26%; note: some compounds past the cut are filed as inactive
CSN inh: CSN deneddylation inhibition; Q92905; Purified CSN, SCF-Nedd8-OG deneddylation, fluorescence polarization; inhibition, % at 12.5 µM; hit rate 0.38% among 360,000; AID 651999;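 active = pattern-corrected inhibition above about 35%, with an unprinted fluorescence ratio check between 0.5 and 1.5, limit read from the data, passing the limit was not always enough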;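 note: 0% = enzyme with substrate and 100% = substrate without enzyme; some results filed as inactive read as strong as hits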
Target sequence (Q92905 whole entry, looked up, one chain of several): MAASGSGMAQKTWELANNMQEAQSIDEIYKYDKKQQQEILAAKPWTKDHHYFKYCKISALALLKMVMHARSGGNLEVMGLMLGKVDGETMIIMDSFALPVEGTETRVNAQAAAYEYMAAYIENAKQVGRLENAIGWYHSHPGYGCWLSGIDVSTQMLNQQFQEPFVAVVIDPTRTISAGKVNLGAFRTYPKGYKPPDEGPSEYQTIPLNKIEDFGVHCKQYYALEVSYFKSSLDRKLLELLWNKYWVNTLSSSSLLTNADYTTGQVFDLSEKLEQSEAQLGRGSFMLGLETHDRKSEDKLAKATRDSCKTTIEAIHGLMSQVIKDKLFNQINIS
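Schedule: reaction 90 min, room temperature / Assay system: HEK293T-derived human Csn5 enzyme / Input: Csn5 at 0.24 nM final / Measure: inhibition of Csn5 cleavage, % / Control set: substrate-only high control, full reaction low control / Technique: fluorescence polarization of the substrate / Buffer or medium: Tris/NaCl/DTT buffer, pH 7.5 / Reagent: SCFSkp2-Nedd8OG substrate at 10 nM final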
MsrA inh: bovine MsrA inhibition; inhibition, % at 15.5 µM; purified bovine MsrA, absorbance read-out; hit rate 0.75% among 360,000; in the data active = inhibition above about 4.5%;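 note: 0% = vehicle wells with enzyme and 100% = reference inhibitor wells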
Tb MetRS inh: Trypanosoma brucei MetRS inhibition. purified T. brucei MetRS, ATP depletion, Kinase-Glo luminescence. inhibition, % at 11.9 µM. hit rate 0.4% among 360,000. AID 624268;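 active = inhibition above a per-plate cutoff of the control wells' mean inhibition plus 3 SD, cut at about 5.5% in these data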;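 note: 0% = DMSO wells median and 100% = median of wells with control inhibitor compound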
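technique = Kinase-Glo luminescence, ATP depletion format | system = purified MetRS (methionyl-tRNA synthetase) enzyme from Trypanosoma brucei | timing = 15 min preincubation, 2 h reaction, all 25 °C | evaluation = percent inhibition versus plate control medians | dosing = single dose, 11.9 µM final nominal, 0.9% final DMSO | also added = substrates ATP, L-methionine and bulk Escherichia coli tRNA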
DNMT1 block: blocks human DNA methyltransferase DNMT1; inhibition (reported as % activation of signal), % at 10 µM; DNMT1 molecular beacon, Hinp1I cleavage, fluorescence; P26358; AID 588458; hit rate 0.83% among 360,000; in the data active = inhibition above about 50%
Scp1 inh: blocks human Scp-1 phosphatase activity | Q9GZU7 | Recombinant Scp1, phosphopeptide, malachite green phosphate absorbance | inhibition, % at 20 µM | hit rate 0.88% among 340,000;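 active = inhibition above about 50% at 20 µM, limit read from the data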;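 note: plate controls were DMSO wells with enzyme for no effect and wells lacking enzyme for full effect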
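Test system: SCP-1 phosphatase catalytic domain, residues 76-261; measured by: colorimetric phosphate reagent with accelerator and stabiliser, absorbance at 630 nm; timing: enzyme reaction 45 min at room temperature, colour 5 min, stabilisation 30 min; also added: Phosphorylated 17-residue peptide substrate; compound dosing: one concentration, 20 µM, with 1.0% DMSO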
Numbers without * were called inactive; & = joins results of further samples.

`COc1ccc(C(=O)CC(c2ccccc2)C2C(=O)CCCC2=O)cc1` (centres undefined) gave SUMO1 PPI mod 4.7, Rpn11 inh inactive, STEP inh -1.0, LMPTP inh -1.0, NadD block -2.4, CSN inh 3.2, MsrA inh -1.1, Tb MetRS inh -0.7, DNMT1 block 16.4 and Scp1 inh 9.3.
For CCc1noc(C)c1C(=O)Nc1nc2ccc(S(C)(=O)=O)cc2s1 the results were SUMO1 PPI mod 2.4, Rpn11 inh inactive, STEP inh 2.0, LMPTP inh -1.0, NadD block -1.5, CSN inh 2.4, MsrA inh 4.5, Tb MetRS inh -0.4, DNMT1 block 0.4 and Scp1 inh -6.1.
`COc1ccc(C(=O)N/N=C(\C)CC(=O)Nc2ccc(N(C)C)cc2)c(OC)c1` gave SUMO1 PPI mod -0.1, Rpn11 inh inactive, STEP inh 1.8, LMPTP inh -0.2, NadD block 8.6, CSN inh 1.2, MsrA inh 1.3, Tb MetRS inh -1.5, DNMT1 block -6.0 and Scp1 inh -3.9.
`CCN(CC)c1ccc(NC(=O)c2nc3nc(C)cc(C(F)F)n3n2)cc1` gave SUMO1 PPI mod -10.1, Rpn11 inh inactive, STEP inh -1.5, LMPTP inh -0.8, NadD block -1.8, CSN inh -0.2, MsrA inh 3.6, Tb MetRS inh -0.1, DNMT1 block -4.9 and Scp1 inh -14.0.
`O=C1NC(=O)c2cc(NC(=O)C3CCCO3)ccc21` (centres undefined) gave SUMO1 PPI mod -9.3, Rpn11 inh inactive, STEP inh -3.2, LMPTP inh -16.5, NadD block 5.1, CSN inh -1.2, MsrA inh -0.7, Tb MetRS inh 0.5, DNMT1 block -5.7 and Scp1 inh -2.4.
N#Cc1cccc(NC(=O)CSc2nnc(C3CC3)n2C2CC2)c1 was read as SUMO1 PPI mod -2.3, Rpn11 inh inactive, STEP inh 3.1, LMPTP inh 0.5, NadD block -2.6, CSN inh -1.2, MsrA inh 0.0, Tb MetRS inh 0.3, DNMT1 block 0.1 and Scp1 inh -2.7.
N#C/C(=C\c1ccc(OCc2ccc(Cl)cc2)cc1)C(=O)Nc1cccc(C(=O)O)c1 was read as SUMO1 PPI mod 66.0*, Rpn11 inh inactive, STEP inh 57.7*, LMPTP inh 36.3, NadD block 16.7, CSN inh 7.7, MsrA inh 0.4, Tb MetRS inh -0.1, DNMT1 block 61.6* and Scp1 inh 14.4.
CC1=NN2C(=N)/C(=C\c3cc(C)n(-c4cccc(C)c4)c3C)C(=O)N=C2S1 was read as SUMO1 PPI mod -11.6, Rpn11 inh inactive, STEP inh 2.4, LMPTP inh 1.8, NadD block 13.9, CSN inh 4.2, MsrA inh 0.6, Tb MetRS inh -0.9, DNMT1 block -2.7 and Scp1 inh -14.2.
For Cc1ccc(NC(=O)CN2C(=O)CSc3ccc(S(=O)(=O)N4CCCCC4)cc32)cc1 the results were SUMO1 PPI mod 2.1, Rpn11 inh inactive, STEP inh -2.0, LMPTP inh 1.9, NadD block 5.4, CSN inh -1.1, MsrA inh -1.6, Tb MetRS inh 0.2, DNMT1 block -3.5 and Scp1 inh 56.0*.
`Fc1ccc(-c2nnc(CSc3nnc(-c4cccs4)o3)o2)cc1` gave SUMO1 PPI mod -2.6, Rpn11 inh inactive, STEP inh -0.2, LMPTP inh -0.1, NadD block -5.7, CSN inh 1.4, MsrA inh 1.1, Tb MetRS inh -1.1, DNMT1 block -5.6 and Scp1 inh -3.1.
CCCCOc1ccc(C2(C)CC(=O)NC2=O)cc1 (centres undefined) was read as SUMO1 PPI mod -3.5, Rpn11 inh inactive, STEP inh 1.8, LMPTP inh 1.6, NadD block 4.3, CSN inh -3.7, MsrA inh 0.3, Tb MetRS inh -0.4, DNMT1 block -2.1 and Scp1 inh -4.8.
For O=C(COC(=O)c1ccccc1)Nc1ccccc1N1CCOCC1 the results were SUMO1 PPI mod -2.2, Rpn11 inh inactive, STEP inh -5.8, LMPTP inh -2.0, NadD block -7.1, CSN inh 0.0, MsrA inh 1.8, Tb MetRS inh -1.6, DNMT1 block -2.0 and Scp1 inh 0.8.
Screening Cc1cc2cc(CCNC(=O)c3ccc(S(=O)(=O)N4CCOCC4)cc3)c(=O)[nH]c2cc1C returned SUMO1 PPI mod 4.9, Rpn11 inh inactive, STEP inh 1.0, LMPTP inh -0.8, NadD block -1.2, CSN inh -3.2, Tb MetRS inh -1.2, DNMT1 block -1.2 and Scp1 inh -4.8.
For O=C(Nc1ccccc1Br)C1CC(=O)N(c2ccc3c4c(cccc24)CC3)C1 (centres undefined) the results were SUMO1 PPI mod -10.0, Rpn11 inh inactive, STEP inh -2.7, LMPTP inh -0.4, NadD block 1.5, CSN inh -3.1, MsrA inh -1.0, Tb MetRS inh -0.8, DNMT1 block -2.9 and Scp1 inh -2.7.
Screening CCCS(=O)(=O)N1CCCC(C(=O)N2CCN(C(=O)OCC)CC2)C1 (centres undefined) returned SUMO1 PPI mod -0.9, Rpn11 inh inactive, STEP inh -1.1, LMPTP inh -1.4, NadD block 4.3, CSN inh -1.3, MsrA inh 0.1, Tb MetRS inh -1.4, DNMT1 block -0.4 and Scp1 inh -4.9.
`COc1cc(C)cc2oc(=O)c(CC(=O)N3CCN(C(=O)C4COc5ccccc5O4)CC3)c(C)c12` (centres undefined) gave SUMO1 PPI mod -5.9, Rpn11 inh inactive, STEP inh 2.1, LMPTP inh 0.2, NadD block 11.8, CSN inh -1.8, MsrA inh 1.4, Tb MetRS inh -0.3, DNMT1 block -2.5 and Scp1 inh -6.3.
`COc1c(C)cc(C(=O)C2CCCN(C(=O)c3snnc3C)C2)cc1C` (centres undefined) gave SUMO1 PPI mod -1.8, Rpn11 inh inactive, STEP inh 1.4, LMPTP inh -0.8, NadD block 3.5, CSN inh -1.0, MsrA inh -0.3, Tb MetRS inh -0.8, DNMT1 block 1.9 and Scp1 inh -1.3.
For Clc1ccccc1-c1nc(-c2ccncc2)no1 the results were SUMO1 PPI mod 4.2&-3.1, Rpn11 inh inactive, STEP inh 3.8&0.2, LMPTP inh -0.4&0.7, NadD block 0.8&2.9, CSN inh 0.9&1.2, MsrA inh 1.2&0.5, Tb MetRS inh -0.3&-0.7, DNMT1 block -2.9&1.0 and Scp1 inh -9.0&-1.9.
For CC1CC(C)CN(C(=O)CSc2ncnc3sccc23)C1 (centres undefined) the results were SUMO1 PPI mod 0.9, Rpn11 inh inactive, STEP inh -0.9, LMPTP inh -1.0, NadD block 10.4, CSN inh 0.2, MsrA inh -1.0, Tb MetRS inh -0.6, DNMT1 block -1.0 and Scp1 inh -1.7.
For CCc1ccc(-c2cc(C)no2)cc1S(=O)(=O)Nc1cccc(CN2CCCC2)c1 the results were SUMO1 PPI mod 2.6, Rpn11 inh inactive, STEP inh 1.8, LMPTP inh 1.8, NadD block -3.1, CSN inh 6.3, MsrA inh -0.3, Tb MetRS inh -0.1, DNMT1 block -0.1 and Scp1 inh -4.7.
O=C(CSc1ncnc2c1oc1ccccc12)Nc1nccs1 was read as SUMO1 PPI mod -27.9, Rpn11 inh inactive, STEP inh 3.2, LMPTP inh 5.8, NadD block -3.7, CSN inh 1.4, MsrA inh 0.6, Tb MetRS inh -0.2, DNMT1 block 4.2 and Scp1 inh -9.8.
Screening O=C(NCc1ccco1)C1CC(c2ccc(Cl)cc2)=NO1 (centres undefined) returned SUMO1 PPI mod -0.1, Rpn11 inh inactive, STEP inh -0.4, LMPTP inh -0.1, NadD block -9.6, CSN inh -5.4, MsrA inh 0.0, Tb MetRS inh -0.5, DNMT1 block 1.8 and Scp1 inh 4.2.
Screening COC(=O)c1cc(NC(=O)CSc2ncn[nH]2)ccc1Cl returned SUMO1 PPI mod 2.9, Rpn11 inh inactive, STEP inh -1.1, LMPTP inh -0.7, NadD block -2.8, CSN inh -1.8, MsrA inh 0.0, Tb MetRS inh -0.1, DNMT1 block 1.2 and Scp1 inh -4.0.
CN(C)c1ccc(CNc2ncn[nH]2)cc1 was read as SUMO1 PPI mod 4.2, Rpn11 inh inactive, STEP inh 1.4, LMPTP inh -0.7, NadD block 3.9, CSN inh 3.8, MsrA inh -0.1, Tb MetRS inh -0.9, DNMT1 block 1.2 and Scp1 inh -4.6.
Screening COC(=O)Cc1c(C)c2ccc(OCC(=O)N(C)C)cc2oc1=O returned SUMO1 PPI mod -0.1, Rpn11 inh inactive, STEP inh -2.3, LMPTP inh -1.8, NadD block -2.7, CSN inh -1.0, MsrA inh 3.5, Tb MetRS inh -0.3, DNMT1 block -1.7 and Scp1 inh 2.3.
For O=C(NCc1ccco1)c1ccc(CS(=O)Cc2cccc(Cl)c2)o1 (centres undefined) the results were SUMO1 PPI mod 4.2, Rpn11 inh inactive, STEP inh -3.8, LMPTP inh -0.3, NadD block 1.0, CSN inh -4.3, MsrA inh 0.0, Tb MetRS inh -0.7, DNMT1 block 3.1 and Scp1 inh -8.2.
For CC(C)CN(C(=O)c1cccc(Cl)c1)c1c(N)n(CC(C)C)c(=O)[nH]c1=O the results were SUMO1 PPI mod 0.4, Rpn11 inh inactive, STEP inh -0.6, LMPTP inh 1.5, NadD block 0.7, CSN inh 0.7, MsrA inh -1.6, Tb MetRS inh 0.3, DNMT1 block 1.0 and Scp1 inh -1.4.
For CC(C)CN1CCN(Cc2ccc(CN3CCCCC3)s2)CC1CCO (centres undefined) the results were SUMO1 PPI mod 0.1, Rpn11 inh inactive, STEP inh 0.6, LMPTP inh -1.6, NadD block -0.5, CSN inh 1.1, MsrA inh -1.2, Tb MetRS inh -0.5, DNMT1 block 1.6 and Scp1 inh -3.7.
For Cc1cc(C(=O)COC(=O)CCc2nc3ccccc3s2)c(C)n1C the results were SUMO1 PPI mod -3.3, Rpn11 inh inactive, STEP inh -0.8, LMPTP inh -0.8, NadD block -4.5, CSN inh -1.0, MsrA inh 0.1, Tb MetRS inh -0.5, DNMT1 block 8.6 and Scp1 inh 0.2.
Screening Fc1ccc(CSc2ccc(-c3cccs3)nn2)cc1 returned SUMO1 PPI mod 1.1, Rpn11 inh inactive, STEP inh 0.7, LMPTP inh -2.8, NadD block 2.1, CSN inh 3.4, MsrA inh 0.5, Tb MetRS inh 0.3, DNMT1 block 0.7 and Scp1 inh -9.1.
